High-throughput results deposited in PubChem by National Center for Advancing Translational Sciences (NCATS).
POLI inh: qHTS for Inhibitors of Polymerase Iota; DNA polymerase iota (Homo sapiens), Q9UNA4; Potency, µM (titrated, usually from 115 µM), inactives show at the highest dose activity, negative = inhibition, usual class: inhibitors; Pol iota fluorescent replication assay, 10 min; 390,000 compounds, 1% hits
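Pol iota at 10 nM preincubated 15 min with compounds at room temperature; reaction started with fluorescent substrate, 50 nM final. Fluorescence read kinetically at 0 and 10 min; buffer-only wells as negative control.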
POLH inh: qHTS for Inhibitors of Polymerase Eta | DNA polymerase eta (Homo sapiens), Q9Y253 | recombinant Pol eta, fluorescent DNA replication assay | Potency, µM (top dose mostly 114 µM), for inactives: at the top dose activity change, negative = inhibition, actives largely listed as inhibitors | 390,000 compounds, 1.2% hits | AID 588591, 2011; note: % is set by controls: 0 for no effect and ±100 for the full control effect
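Pol eta (10 nM) was preincubated with compounds for 15 min at room temperature, after which fluorescent replication substrate (50 nM final) was added to start the reaction. Fluorescence was read kinetically at 0 and 10 min.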
POLK inh: qHTS for Inhibitors of Polymerase Kappa. AID 588579, 2011. DNA polymerase kappa (Homo sapiens), Q9UBT6. Potency, µM (titrated, usually from 107 µM), for inactives: at the top dose activity, negative = inhibition, most hits filed as inhibitors. 400,000 compounds, 0.53% hits. purified Pol kappa, fluorescent DNA synthesis assay, 10 min; note: % is set by controls: 0 for no effect and ±100 for the full control effect
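50 nM final substrate added after 15 min RT preincubation of 10 nM Pol kappa with compound; fluorescence read at 0 and 10 min.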
Pol beta inh: qHTS Assay for Inhibitors of DNA Polymerase Beta; Pol beta primer extension/strand displacement, fluorescence kinetic; Potency, µM (titrated, usually from 114 µM), inactives show top-dose activity change, negative = inhibition, most hits filed as inhibitors; 340,000 compounds, 1.3% hits; AID 485314, 2010; note: % is set by controls: 0 for no effect and ±100 for the full control effect
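Preincubation: enzyme (10 nM) with compound, 15 min, RT. Reaction: substrate added to 50 nM final. Reads: 0 and 10 min. Analysis: normalized, Hill fit.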
G9a inh: qHTS Assay for Inhibitors of Histone Lysine Methyltransferase G9a | Histone-lysine N-methyltransferase EHMT2 (Homo sapiens), Q96KQ7 | G9a H3K9 monomethylation, AlphaScreen, 2 h | Potency, µM (titrated, usually from 102 µM), for the others: at the highest dose activity, negative = inhibition, most hits filed as inhibitors | 350,000 compounds, 8.8% hits | AID 504332, 2011; note: % is set by controls: 0 for no effect and ±100 for the full control effect; nearly all actives have a fitted effect of over 75% in size
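G9a (20 nM) preincubated 15 min RT with compounds, then 500 nM biotinylated H3K9 peptide and 20 uM SAM added; 2 h RT reaction. Monomethyl-H3K9 product detected by AlphaScreen with anti-H3K9me1 antibody, streptavidin donor and anti-rabbit IgG acceptor beads.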
Apoferritin bind: qHTS Assay for Identification of Novel General Anesthetics | Ferritin light chain (Equus caballus), P02791 | apoferritin/1-aminoanthracene competitive binding, fluorescence | Potency, µM (series often up to 77.5 µM), without a hit: at the highest dose activity change, negative = displacement, most hits filed as inhibitors | 350,000 compounds, 0.074% hits; note: % is set by controls: 0 for no effect and ±100 for the full control effect; nearly all actives have a fitted effect of over 20% in size
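Read-out: endpoint 1-AMA fluorescence, excitation 380 nm and emission 535 nm, after compounds sit 10 min at room temperature with 10 uM horse-spleen apoferritin in 50% saturated 1-AMA/PBS. Values come from four-parameter Hill fits.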
BLM helicase inh: qHTS Assay for Inhibitors of Bloom's syndrome helicase (BLM). RecQ-like DNA helicase BLM (Homo sapiens), P54132. recombinant BLM DNA unwinding, fluorescence dequenching. Potency, µM (top dose mostly 56.1 µM), inactives show at the highest dose activity change, negative = inhibition, usual class: inhibitors. 350,000 compounds, 0.2% hits. AID 2528, 2010;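 note: plate controls were vehicle for no effect and no enzyme for full effect; nearly all actives have a fitted effect of over 35% in size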
BAZ2B block: qHTS Assay for Inhibitors of BAZ2B. Potency, µM (series often up to 114 µM), without a hit: at the top dose activity change, negative = inhibition, usual class: inhibitors. Bromodomain adjacent to zinc finger domain protein 2B (Homo sapiens), Q9UIF8. 360,000 compounds, 4.4% hits. AID 504333, 2011. AlphaScreen BAZ2B-H3K14Ac peptide displacement; note: % is set by controls: 0 for no effect and ±100 for the full control effect; nearly all actives have a fitted effect of over 60% in size
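Multi-concentration screen (max 110 uM) measuring displacement of acetylated histone H3 peptide from BAZ2B by AlphaScreen, using 50 nM protein, 50 nM peptide and 10 ug/mL streptavidin donor plus Ni-chelate acceptor beads.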
APEX1 inh: qHTS Assay for Inhibitors of the Human Apurinic/apyrimidinic Endonuclease 1 (APE1); recombinant APE1, TAMRA/BHQ-2 abasic DNA cleavage fluorescence; Potency, µM (top dose mostly 65.8 µM), for inactives: at the highest dose activity change, negative = inhibition, usual class: inhibitors; 350,000 compounds, 0.35% hits;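 note: plate controls were vehicle for no effect and reference inhibitor for full effect; nearly all actives have a fitted effect of over 55% in size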
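Measures dequenching upon AP-site incision of a 5'-TAMRA/3'-BHQ-2 THF-containing duplex, 50 nM; human APE1 0.75 nM after 15 min room-temperature exposure to compound; kinetic three-point read at one-minute spacing.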
Numbers without * were called inactive; ? = inconclusive; · = not tested or not shown; & = joins results of further samples; [ ] = dose if it differs, or a comment. Calls come from the whole dose curve; as a rule, active = well fitted curve in the direction sought with a large enough effect; inconclusive = small, poorly fitted or top-dose-only effect, or another doubt; inactive = no such curve, though single readings can be large; an effect the other way counts as inactive or inconclusive. Potency is the fitted concentration of half-maximal effect. The list is partial; rates above refer to the full screens.

Start of the data: the first 5 records, ahead of the listing:
1	Cc1nc(Cl)sc1C(=O)Nc1ccccc1Cl
2	CN(Cc1ccccc1)C(=O)c1ccc2c(c1)NC(=O)C(N1CCOCC1)S2 (configuration not stated)
3	COCc1nc2ccccc2n1Cc1cccc(C)c1
4	O=C(Nc1ccccc1-c1ccccc1)c1ccc(=O)[nH]n1
5	O=C(NCc1ccc2c(c1)OCO2)c1nc(Cn2cc(Br)cn2)no1

entry no.	1	2	3	4	5
POLI inh	23%	20%	36%&6%[activator]	120%[activator]	20%
POLH inh	-25%	-10%	-8%&4%	-3%	-13%
POLK inh	-18%	-2%	0%&-2%	8%	-5%
Pol beta inh	3%	14%	-7%&14%	13%	20%
G9a inh	·	-36%	22%[59 µM]	26%[59 µM]	6%
Apoferritin bind	-15%	-11%	-13%&-8%	-13%	-12%
BLM helicase inh	1%	-7%	-1%&-4%	-2%	-1%
BAZ2B block	6%	·	-6%&11%	1%[0.457 µM]	-13%
APEX1 inh	-8%	-1%	25%	36%[activator]	59%[activator]

Results (from the top)
1	Cc1nc(Cl)sc1C(=O)Nc1ccccc1Cl
2	CN(Cc1ccccc1)C(=O)c1ccc2c(c1)NC(=O)C(N1CCOCC1)S2 (configuration not stated)
3	COCc1nc2ccccc2n1Cc1cccc(C)c1
4	O=C(Nc1ccccc1-c1ccccc1)c1ccc(=O)[nH]n1
5	O=C(NCc1ccc2c(c1)OCO2)c1nc(Cn2cc(Br)cn2)no1

entry no.	1	2	3	4	5
POLI inh	23%	20%	36%&6%[activator]	120%[activator]	20%
POLH inh	-25%	-10%	-8%&4%	-3%	-13%
POLK inh	-18%	-2%	0%&-2%	8%	-5%
Pol beta inh	3%	14%	-7%&14%	13%	20%
G9a inh	·	-36%	22%[59 µM]	26%[59 µM]	6%
Apoferritin bind	-15%	-11%	-13%&-8%	-13%	-12%
BLM helicase inh	1%	-7%	-1%&-4%	-2%	-1%
BAZ2B block	6%	·	-6%&11%	1%[0.457 µM]	-13%
APEX1 inh	-8%	-1%	25%	36%[activator]	59%[activator]

6	Cc1cc(NC(=O)CSc2nc3c(cc2C#N)CCCC3)no1
7	CC(C)Cn1c(=O)oc2ccccc21
8	CCOC(=O)CCNC(=O)N1CCCC(C(=O)c2ccc3c(c2)OCO3)C1 (configuration not stated)
9	O=C(NCc1ccccc1F)C1CC(=O)N(c2ccc3c(c2)OCCO3)C1 (configuration not stated)
10	CC[C@H](C)[C@H](NC(=O)[C@H](C)NC(=O)CNC(=O)[C@H](CCCCN)NC(=O)[C@H](CC(N)=O)NC(=O)[C@H](CO)NC(=O)CN)C(=O)N[C@H](C(=O)NCC(=O)N[C@@H](CC(C)C)C(=O)N[C@@H](CCSC)C(=O)O)[C@@H](C)CC

entry no.	6	7	8	9	10
POLI inh	163%[activator]	25%	-3%	20%	·
POLH inh	0%	-15%	-10%	-7%	·
POLK inh	-6%	3%	0%[60.1 µM]	-11%	2%[60.1 µM]
Pol beta inh	62%	-3%	15%	·	·
G9a inh	2%[59 µM]	7%	-24%	13%[0.501 µM]	·
Apoferritin bind	-7%	-2%	-2%	·	-7%
BLM helicase inh	-6%	0%	-7%	·	-3%
BAZ2B block	-6%	-13%	0%	6%	·
APEX1 inh	0%	5%	0%	-12%	2%

11	CCOc1ccccc1N(C)C(=O)c1cc2c(s1)-c1ccccc1OC2
12	O=C(CN(c1cccc(Br)c1)S(=O)(=O)c1ccccc1)N1CCc2ccccc2C1
13	CCn1ncc(Br)c1C(=O)N(C)C12CC3CC(CC(C3)C1)C2
14	CC(C)c1c(C(=O)N/N=C/c2cccc(OCc3ccc(F)cc3)c2)nnn1-c1nonc1N
15	Nc1ncnc2c1ncn2[C@@H]1O[C@@H](CO)[C@H](O)[C@H]1O

entry no.	11	12	13	14	15
POLI inh	-3%	0%	11%	29%	·
POLH inh	-25%	-9%	-16%	-6%	·
POLK inh	-2%	-1%	-5%	-8%	-5%[12 µM]
Pol beta inh	0%	-14%	27%	1%	·
G9a inh	19%[59 µM]	19%[59 µM]	2%	36%	21%[21.5 µM]
Apoferritin bind	2%	120%[activator]	?	-16%	1%[29.3 µM]
BLM helicase inh	-28%	-7%	-3%	-11%	5%[21.4 µM]
BAZ2B block	22%	-1%	-3%	-23%	·
APEX1 inh	·	·	-2%	-2%	-1%[21 µM]

16	CCc1c(C#N)c(SCCC(=O)Nc2ccc(OC)cc2)nc2c1C(=O)CC(C)(C)C2
17	O=C(COc1ccc(Br)cc1)Nc1ccc(Cc2ccncc2)cc1
18	CCOC(=O)c1ccc(NC(=O)Cn2c(C)nc3c(sc(=S)n3CC)c2=O)cc1
19	COC(=O)/C(=C1/Oc2cc(C)oc(=O)c2S1)C(F)(F)F
20	Cc1ccc(CNC(=O)c2ccccc2NS(=O)(=O)c2ccc(Cl)nc2)cc1

entry no.	16	17	18	19	20
POLI inh	?	0%	57%[activator]	2%	24%
POLH inh	-4%	-8%	-15%	?	-15%
POLK inh	-15%	-11%	14%	-3%	-4%
Pol beta inh	3%	-3%	-18%	1%	25%
G9a inh	11%[12.7 µM]	11%[59 µM]	?	13%[59 µM]	84%[activator]
Apoferritin bind	?	-9%	-5%	5%	-7%
BLM helicase inh	-10%	-9%	-1%	-2%	-4%
BAZ2B block	4%	?	-13%[57.1 µM]	6%	7%
APEX1 inh	14%	7%	49%	4%	2%

21	COc1ccc(C)cc1Nc1n[n+](-c2ccccc2)c(-c2ccc(SC)cc2)s1
22	COc1cccc(OC)c1NC(=O)C1CCCN1C(=O)Nc1ccccc1F (configuration not stated)
23	CCOC(=O)c1cnc2cc(C(F)(F)F)ccc2c1Nc1cc(C)ccc1OC
24	CC1Cc2cc(S(=O)(=O)CCC(=O)N3CCN(c4ccccc4)CC3)ccc2N1C(=O)C1CC1 (configuration not stated)
25	Cc1ccccc1-c1ccc2ncnc(NCc3cccs3)c2c1

entry no.	21	22	23	24	25
POLI inh	-12%	34%[activator]	-27%	26%	·
POLH inh	0%	-19%	1%	-10%	·
POLK inh	2%	0%	3%	9%	22µM*
Pol beta inh	-9%	14%	34%	-20%	·
G9a inh	45µM*	-6%	-14%[59 µM]	15%	-37%[0.501 µM]
Apoferritin bind	-19%	-3%	-15%	-12%	·
BLM helicase inh	-3%	-2%	0%	0%	-25%
BAZ2B block	56µM*	-2%	-33%	-18%[57.1 µM]	·
APEX1 inh	57%[activator]	44%	·	58%[activator]	7.1µM*

26	COc1ccc(NC(=O)CCCNS(=O)(=O)c2cccs2)cc1
27	COC(=O)c1c(C(=O)c2ccc(Br)cc2)n(C)c2ccccc12
28	O=C(c1ccco1)N1CCN(CCOc2ccccc2)CC1
29	NC(=O)C[n+]1cccc(/C=N/O)c1
30	FC(F)(F)c1cccc(N2CCN(Cc3ccoc3)CC2)c1

entry no.	26	27	28	29	30
POLI inh	20%	-5%	173%[activator]	123%[activator]	-1%
POLH inh	9%	-12%	-11%	0%	-11%
POLK inh	-8%	-17%	-1%	-19%	0%
Pol beta inh	16%	·	0%	16%	4%
G9a inh	?	?	-3%	·	?
Apoferritin bind	8%	·	4%	0%	2%
BLM helicase inh	-6%	·	-8%	-4%	-8%
BAZ2B block	6%	6%	-16%	-12%	50µM*
APEX1 inh	6%	20%	6%	0%	15%

31	COc1ccc(-c2ccc(SCC(=O)N3c4ccccc4CC3C)nn2)cc1OC (configuration not stated)
32	Cc1ccc(C)c(S(=O)(=O)N2CCN(C(=O)CN3C(=O)NC(C)(C)C3=O)CC2)c1
33	COc1ccc(C(=O)OCC(=O)N2CCc3ccccc32)cc1S(=O)(=O)N1CCOCC1
34	O=C(COC(=O)c1cc[n+]([O-])cc1)Nc1ccc([N+](=O)[O-])cc1C(F)(F)F
35	CCN(Cc1ccccc1)C(=S)Nc1cc(C(=O)OC)ccc1C(=O)OC

entry no.	31	32	33	34	35
POLI inh	-20%	28%	101%[activator]	32%[activator]	19%
POLH inh	-11%	-8%	-12%	-4%	-9%
POLK inh	-12%	7%	-3%	-3%	8%
Pol beta inh	?	·	·	·	0%
G9a inh	?	-2%[12.7 µM]	·	5%	-11%
Apoferritin bind	-10%	·	·	·	0%
BLM helicase inh	-6%	·	·	·	-13%
BAZ2B block	-22%	1%	·	7%	-22%
APEX1 inh	-2%	12%	7%	1%	-4%

36	CCC(C)(C)n1nnnc1C(c1ccc(C)cc1)N1CCN(C(=O)c2ccco2)CC1 (configuration not stated)
37	O=[N+]([O-])c1cccc(C2=NCCC(c3ccccc3)O2)c1 (configuration not stated)
38	COc1ccc(Cn2c(=N)c(C(=O)NCC3CCCO3)cc3c(=O)n4ccccc4nc32)cc1 (configuration not stated)
39	O=C(O)CCCn1ccc2cc(S(=O)(=O)N3CCCC3)ccc21
40	NC(=O)CC(NC(=O)Cc1cccc2ccccc12)c1ccc(NCCN2CCCC2)c([N+](=O)[O-])c1 (configuration not stated)
41	Cc1noc2ncnc(Sc3ccc(Br)cc3)c12
42	CCOC(=O)c1cc(OC(=O)c2ccc(C)cc2)n(-c2ccccc2)n1

entry no.	36	37	38	39	40	41	42
POLI inh	-3%	-3%	19%	1%	45%[activator]	103%[activator]	-2%
POLH inh	-7%	-15%	-12%	-7%	-20%	6%	-9%
POLK inh	6%	-8%	4%	0%	6%	-1%	7%
Pol beta inh	0%	-5%	-1%	14%	4%	37%	10%
G9a inh	9%[59 µM]	-15%	-7%	6%	·	-2%	53%[activator][59 µM]
Apoferritin bind	-2%	-22%	?	-9%	-13%	-9%	-18%
BLM helicase inh	1%	-5%	-1%	2%	-11%	-7%	-1%
BAZ2B block	-6%	-32%	-2%	-1%	-31%	11%	13%
APEX1 inh	1%	2%	-4%	33%	13%	22%	·
